# Pf apPOL inh – Pf-apPOL DNA polymerase inhibition; Recombinant Pf-apPOL, molecular beacon fluorescence, 1.5 h; inhibition, % at 10 µM; 0.25% of 210,000 active; AID 1794808
# mHTT CaM bind – inhibitors of human mutant huntingtin-calmodulin interaction; P42858; inhibition, % at 15 µM; 3.6% of 190,000 active; AID 1671202; AlphaScreen His-mHTT/GST-CaM binding, luminescence;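 also: 0% = both proteins with DMSO and 100% = one protein alone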
# Target sequence (P42858 whole entry, looked up, stated change not applied): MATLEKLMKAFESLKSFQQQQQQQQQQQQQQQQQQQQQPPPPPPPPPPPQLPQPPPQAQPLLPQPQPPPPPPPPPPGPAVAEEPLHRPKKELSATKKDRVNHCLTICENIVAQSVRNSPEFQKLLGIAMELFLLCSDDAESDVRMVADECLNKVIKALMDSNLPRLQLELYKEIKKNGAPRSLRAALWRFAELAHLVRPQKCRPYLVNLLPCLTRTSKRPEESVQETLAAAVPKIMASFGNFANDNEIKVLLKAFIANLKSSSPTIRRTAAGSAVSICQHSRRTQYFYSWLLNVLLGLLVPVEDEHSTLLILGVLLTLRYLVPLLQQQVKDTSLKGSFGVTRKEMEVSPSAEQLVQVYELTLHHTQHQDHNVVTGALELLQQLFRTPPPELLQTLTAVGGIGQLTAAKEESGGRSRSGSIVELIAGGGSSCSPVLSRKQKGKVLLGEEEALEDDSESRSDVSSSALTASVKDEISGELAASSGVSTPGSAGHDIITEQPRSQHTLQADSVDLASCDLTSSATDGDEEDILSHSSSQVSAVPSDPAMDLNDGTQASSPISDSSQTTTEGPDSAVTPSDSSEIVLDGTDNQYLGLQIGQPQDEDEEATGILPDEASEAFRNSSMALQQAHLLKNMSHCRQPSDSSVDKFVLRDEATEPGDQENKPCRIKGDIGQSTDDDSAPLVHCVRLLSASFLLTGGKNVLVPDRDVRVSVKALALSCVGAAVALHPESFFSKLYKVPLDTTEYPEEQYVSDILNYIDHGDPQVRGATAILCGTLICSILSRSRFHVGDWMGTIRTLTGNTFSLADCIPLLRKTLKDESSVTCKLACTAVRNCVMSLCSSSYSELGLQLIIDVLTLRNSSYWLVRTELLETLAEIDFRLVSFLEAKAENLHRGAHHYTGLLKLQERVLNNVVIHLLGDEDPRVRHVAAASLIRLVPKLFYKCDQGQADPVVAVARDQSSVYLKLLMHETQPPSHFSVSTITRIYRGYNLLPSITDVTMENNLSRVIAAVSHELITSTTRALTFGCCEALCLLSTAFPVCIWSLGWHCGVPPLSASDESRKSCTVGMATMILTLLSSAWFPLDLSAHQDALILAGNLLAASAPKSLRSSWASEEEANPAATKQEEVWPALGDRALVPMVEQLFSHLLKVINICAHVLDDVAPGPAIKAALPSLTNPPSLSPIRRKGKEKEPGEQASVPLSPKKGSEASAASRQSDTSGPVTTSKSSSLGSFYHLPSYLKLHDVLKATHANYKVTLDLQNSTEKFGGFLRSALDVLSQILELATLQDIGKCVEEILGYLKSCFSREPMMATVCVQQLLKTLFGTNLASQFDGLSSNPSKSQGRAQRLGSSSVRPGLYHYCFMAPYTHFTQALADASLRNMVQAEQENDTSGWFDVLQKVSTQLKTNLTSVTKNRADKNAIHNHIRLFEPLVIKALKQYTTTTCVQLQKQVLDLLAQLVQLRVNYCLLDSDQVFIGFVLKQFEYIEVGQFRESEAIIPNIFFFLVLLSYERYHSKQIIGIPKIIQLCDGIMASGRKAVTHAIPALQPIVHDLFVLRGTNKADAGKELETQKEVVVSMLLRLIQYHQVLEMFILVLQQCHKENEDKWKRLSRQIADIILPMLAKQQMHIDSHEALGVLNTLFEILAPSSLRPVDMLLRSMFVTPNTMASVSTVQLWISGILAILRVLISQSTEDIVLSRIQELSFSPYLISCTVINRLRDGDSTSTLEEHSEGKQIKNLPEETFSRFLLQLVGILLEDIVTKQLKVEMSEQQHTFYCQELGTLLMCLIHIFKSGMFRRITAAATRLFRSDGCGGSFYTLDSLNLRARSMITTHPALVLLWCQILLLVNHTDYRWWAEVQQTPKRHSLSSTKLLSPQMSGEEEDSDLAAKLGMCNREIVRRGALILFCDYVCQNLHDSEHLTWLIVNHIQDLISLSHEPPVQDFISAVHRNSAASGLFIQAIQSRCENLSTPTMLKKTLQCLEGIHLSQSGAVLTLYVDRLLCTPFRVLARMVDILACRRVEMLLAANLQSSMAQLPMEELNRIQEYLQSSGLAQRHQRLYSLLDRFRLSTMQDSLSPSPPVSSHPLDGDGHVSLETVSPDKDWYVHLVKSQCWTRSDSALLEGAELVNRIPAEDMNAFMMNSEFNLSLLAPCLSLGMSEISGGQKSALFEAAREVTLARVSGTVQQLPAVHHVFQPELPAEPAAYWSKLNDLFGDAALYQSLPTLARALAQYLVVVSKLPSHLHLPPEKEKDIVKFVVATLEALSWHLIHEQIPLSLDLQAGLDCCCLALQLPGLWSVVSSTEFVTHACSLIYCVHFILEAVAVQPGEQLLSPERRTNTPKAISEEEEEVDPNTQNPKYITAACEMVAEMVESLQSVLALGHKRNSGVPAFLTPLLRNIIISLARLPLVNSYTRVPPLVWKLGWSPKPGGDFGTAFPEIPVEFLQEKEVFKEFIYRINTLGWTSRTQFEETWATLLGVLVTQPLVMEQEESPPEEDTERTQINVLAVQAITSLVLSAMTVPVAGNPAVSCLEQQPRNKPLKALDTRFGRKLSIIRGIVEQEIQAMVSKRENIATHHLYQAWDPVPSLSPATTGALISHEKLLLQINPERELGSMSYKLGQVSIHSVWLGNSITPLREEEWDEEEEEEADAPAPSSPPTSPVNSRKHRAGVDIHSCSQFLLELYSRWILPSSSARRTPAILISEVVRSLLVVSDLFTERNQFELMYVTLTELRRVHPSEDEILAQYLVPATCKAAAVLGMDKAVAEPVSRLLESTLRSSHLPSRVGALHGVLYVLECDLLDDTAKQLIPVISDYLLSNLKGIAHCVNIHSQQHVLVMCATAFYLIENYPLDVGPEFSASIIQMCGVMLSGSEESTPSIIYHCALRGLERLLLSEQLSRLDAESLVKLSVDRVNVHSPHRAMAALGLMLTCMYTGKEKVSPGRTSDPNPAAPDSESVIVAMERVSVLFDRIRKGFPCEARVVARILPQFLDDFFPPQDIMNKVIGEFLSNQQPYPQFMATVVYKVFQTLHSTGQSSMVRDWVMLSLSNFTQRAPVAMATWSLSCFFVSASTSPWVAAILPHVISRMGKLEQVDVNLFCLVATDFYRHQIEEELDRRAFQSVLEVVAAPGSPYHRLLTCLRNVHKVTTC
# Starred values were filed as active, the others as inactive; nt = no result given; & = joins results of further samples. Rule as the data show it: active = inhibition above about 50%; inactive = the rest.
SMILES,Pf apPOL inh,mHTT CaM bind
Cc1cccc2nnc(N3CCCN(C(=O)c4cccs4)CC3)n12,1.1,-1.4
O=C1c2cccnc2-c2[nH]c(=O)ccc21,nt,-0.8
Cc1nc(Sc2ccc(Cl)cc2)c(C#N)c(C)c1[N+](=O)[O-],-17.1,nt
COc1ccc(NC=CC(=S)c2ccc(OC)cc2)cc1,-2.9,nt
O=C(C1CC(=O)N(c2ccc(Cl)cc2)C1)N1CCC(c2nnc(-c3ccco3)o2)CC1 (stereo not drawn),-5.1,4.6
Cc1ccc(NC(=O)CSc2nccc(N3CCCCCC3)n2)cc1,-0.7,-13.0
O=C1NC(=Nc2ccc(F)cc2)S/C1=C/c1ccc([N+](=O)[O-])cc1,0.6,23.0
O=c1c(Br)coc2ccccc12,-4.3,nt
CCCS(=O)(=O)N1CCc2c(c(-c3nc(-c4ccccc4F)no3)nn2C)C1,-0.2,-2.5
OCc1nc(-c2cc(C(F)(F)F)cc(C(F)(F)F)c2)cs1,-4.1,nt
COc1cc(OC)c(C=Nc2ccc(OC(F)(F)F)cc2)cc1Br,nt,-5.0
CC(C)N1CC2(c3ccccc31)N1CC3(C)CN2CC(C)(C1)C3=O (stereo not drawn),-26.9,1.0
Cc1oc(C2CCN(C(=O)c3ccc(Cl)cc3)CC2)nc1C(=O)N1CCCCC1,-1.5,3.6
Cc1cc(C2CCCN2C(=O)NCCc2ccccc2)on1 (stereo not drawn),-3.0,2.3
COc1cc(C)ccc1OCC1CN(C(=O)c2cccs2)CCO1 (stereo not drawn),-6.2,1.7
O=C1Nc2ccc(Br)cc2/C1=c1\sc2nc3ccccc3n2c1=O,0.4,2.0
COc1ccc(-c2csc(/C(C#N)=C/c3cccnc3)n2)cc1,-0.8,-13.0
NC(=O)c1ccc(NC(=O)C2CC2)cc1,-6.7,1.7
CC(C)(C)C1CCC2(CC1)NC(=O)N(CC(=O)Nc1ccc3c(c1)OCO3)C2=O (stereo not drawn),0.7,9.8
COc1ccc(CNC(=O)CC(C)c2ccccc2)cc1 (stereo not drawn),29.8,-7.0
O=C(Nc1nccn(-c2cccc(F)c2)c1=O)c1ccncc1,-1.0,-3.7
O=C(COc1ccccc1)Nc1ccc(Cl)cc1[N+](=O)[O-],-4.9,9.4
C=CCOc1cc(Br)c(C=O)cc1OC,-12.1,-1.2
COc1ccc(NC(=O)C(C)Cn2cncn2)cc1 (stereo not drawn),-6.3,-8.9
CN(CC(=O)NCc1ccncc1)c1nc2c(Cl)cccc2s1,-6.9,4.3
COc1ccc(CC(=O)Nc2ccn(-c3ccc(OC)cc3)n2)cc1,-0.6,-2.2
COc1ccc([N+](=O)[O-])cc1C1NN=C(c2ccccc2)S1 (stereo not drawn),-2.3,40.0
COc1ccc(CC(=O)Nc2ccc(Br)cc2C(C)C)cc1,-2.6,-12.4
COc1ccc(Br)cc1CN1C(=O)CCC1(C)C(=O)NC1CCC(C)CC1 (stereo not drawn),-12.4,16.0
CC(C)N1CCN(C(=O)c2csc(N3CCN(c4ccccc4)CC3)n2)CC1,-6.1,18.8
Cc1ccccc1OCC(=O)N1CC2CC1CC2NS(=O)(=O)c1ccccc1 (stereo not drawn),-0.3,2.7
COc1ccc(N=Cc2ccc(Oc3ccc([N+](=O)[O-])cc3[N+](=O)[O-])c(OC)c2)cc1,-7.6,29.0
COCCN1C(=O)Cc2ccccc2C1C(=O)NCc1cccc(Cl)c1 (stereo not drawn),-1.7,-9.5
CCOC(=O)c1ccc(NC(=O)CN2CC(c3nc(-c4cccc(Cl)c4)no3)C2)cc1,-4.9,8.2
O=C(c1ccc2c(c1)OCO2)N1CCC2(CC1)NC(=O)N(Cc1ccccc1)C2=O,-2.1,1.8
COc1cccc(Oc2coc3cc(OC)ccc3c2=O)c1,-4.7,1.2
CC(=O)C(=CN(C)C)Sc1nnc(C(F)(F)F)n1C,2.5,nt
O=C(Nc1ccc(N2CCOCC2)cc1)c1cc2cc(Cl)ccc2[nH]1,0.0,nt
Cc1c(C(=O)NC2CCCCC2)sc2nc(-c3ccccc3)cn12,-6.1,-2.0
N#Cc1ccccc1Cn1c(=O)n(CCC(=O)NCc2ccccc2)c(=O)c2sccc21,-2.7,6.0

# As a working copy, part of the list above.
SMILES,Pf apPOL inh,mHTT CaM bind
Cc1cccc2nnc(N3CCCN(C(=O)c4cccs4)CC3)n12,1.1,-1.4
O=C1c2cccnc2-c2[nH]c(=O)ccc21,nt,-0.8
Cc1nc(Sc2ccc(Cl)cc2)c(C#N)c(C)c1[N+](=O)[O-],-17.1,nt

# Remaining list, next part:
SMILES,Pf apPOL inh,mHTT CaM bind
O=C(Nc1ccc(S(=O)(=O)Nc2ncccn2)cc1)c1ccccc1F,-13.1,-2.6
Cc1cccc(NC(=O)N2CCC(N3CCN(Cc4ccc(F)cc4)C3=O)CC2)c1C,-12.0,9.5
Cc1sc(C(=O)N2CCCC2)c2ncnc(NCc3ccc(Cl)cc3)c12,-5.6,40.6
COc1ccc2nc(NC(=O)CNC(=O)C3CCCCC3)sc2c1,1.9,-6.1
O=C(O)CSCc1cccc(Cl)c1,-9.9,1.5
O=C(C1=NNc2ccccc2S1(=O)=O)N1CCCCCC1,1.8,-9.1
N#Cc1cccc(NC(=O)Cc2c(C(=O)O)[nH]c3ccc(Cl)cc23)c1,-9.5,-6.0
CCC(=O)Nc1cccc(NC(=O)c2ccc(C)c([N+](=O)[O-])c2)c1,5.3,-0.4
NS(=O)(=O)c1ccc(Nc2ncccc2[N+](=O)[O-])cc1,-0.4,6.0
Cc1ccc(CNC(=O)c2nc3ccccn3c2-c2ccsc2)o1,4.5,3.7
CCCCC(=O)N1C/C=C\C(c2ccc(OC)cc2)N(Cc2ccc(F)cc2)C(=O)[C@@H]1C (stereo partly drawn),-2.8,35.0
CCCn1c(=O)c(N2CCN(C(=O)c3ccccc3F)CC2)nc2ccccc21,-6.0,-0.9
O=C1CCC[C@@H]2C[C@@]3(C[C@@H]4CCN1[C@H]24)Nc1cc(Cl)ccc1NC3=NCc1ccccc1,-3.0,62.5*
N#CCSc1nc2ccccc2c(=O)n1CC1CCCC1,-8.3,-0.2
O=S(=O)(CC1NCc2ccccc21)NC1CCCC1 (stereo not drawn),-8.3,-0.7
Cc1ccnc(NC(=O)C2c3ccccc3C(=O)N3CCc4ccccc4C23)c1 (stereo not drawn),-2.2,31.0
O=C(O)C1COc2ccccc2O1 (stereo not drawn),-1.9&5.7&5.3,-2.9&1.0
CC(C)C[C@@H]1COc2cc(NCCCN3CCOCC3)ccc2S(=O)(=O)N1,-4.7,5.8
O=C(NCCc1c[nH]c2ccccc12)C(c1ccccc1)n1cccc1 (stereo not drawn),2.5,95.9*
NC(=NOC(=O)c1ccc2ncsc2c1)c1ccc(Cl)cc1Cl,-14.5,nt
Cc1ccc(OCC(=O)O)c(-n2nc3ccccc3n2)c1,-4.6,0.5
O=C(O)C1CC1c1ccccc1 (stereo not drawn),2.3,3.4
CCS(=O)(=O)N1CCN(Cc2ccccn2)CC1,1.1,-1.4
CC(=O)c1ccc(NC(=O)C2CC(=O)N(c3ccc(C)cc3)C2)cc1 (stereo not drawn),-0.2,7.3
N#CC1=C(N)C(C#N)(C#N)C(c2cccs2)C2CC(c3ccccc3)CC=C12 (stereo not drawn),-4.3,96.0*
O=C1CC(N2CCN(C/C=C/c3ccccc3)CC2)C(=O)N1c1ccc(Br)cc1 (stereo not drawn),-6.8,5.3
CCOC(=O)C1(C(F)(F)F)N=C(c2cccc(C)c2)OC(N2CCCCC2)=N1 (stereo not drawn),-3.4,nt
CC(C)n1c(=O)c(N2CCN(C(=O)Cc3c(F)cccc3Cl)CC2)nc2ccncc21,-2.5,5.6
CCC1OC(c2ccc([N+](=O)[O-])cc2)=Nc2ccccc21 (stereo not drawn),-1.2,33.0
O=C(c1cccc(Br)c1)n1nnc2ccccc21,-3.7,-12.0
O=C(NCc1cccs1)c1ccc2c(c1)OCO2,-2.6,-0.2
CCc1ccccc1N(CC(=O)N1CCN(c2ccccc2F)CC1)S(C)(=O)=O,1.9,5.9
COc1ccccc1-c1nc(C(=O)NC(C)C)cs1,-10.5,-1.4
O=C1c2ccccc2S(=O)(=O)N1Cc1ccc2nsnc2c1,0.1&8.0,nt
CCN(CC)S(=O)(=O)N(CC(=O)NC(C)(C)C)Cc1ccc(F)cc1,-10.9,-4.0
COc1ccc(-n2nc(C(=O)NCC(=O)N3CCN(C)CC3)c3ccccc3c2=O)cc1OC,-4.3,-1.0
O=C(c1c[nH]c2ccc(S(=O)(=O)Nc3ccccc3F)cc2c1=O)N1CCc2ccccc2C1,-6.1,17.0
CC(C)(C)C1CCc2c(sc3c2C(=O)NC(c2ccc(O)cc2O)N3)C1 (stereo not drawn),-12.6,32.0
CC(=O)c1ccc(NC(=O)NC2CCCCC2)cc1,0.4,2.5
CC(=O)N1CCc2sc(S(=O)(=O)Nc3ccc(C)c(Cl)c3)cc2C1,0.2,15.5
COc1ccc(NC(=O)C2C3C=CC(C3)C2C(=O)O)c(OC)c1 (stereo not drawn),0.1,-2.0
O=c1ccc(-c2noc(-c3ccccc3)n2)c[nH]1,3.4,0.1
COc1ccc(NC(=O)c2cc3n(n2)C(C(F)(F)F)CC(c2ccco2)N3)c(C)c1 (stereo not drawn),-0.7,6.4
CCOc1ncccc1CNC(=O)C1(c2ccc(OC)cc2)CC1,-1.2,-8.0
CCn1c(SC)nnc1-c1nn(C)c2c1CN(C(=O)c1ccc(F)cc1)CC2,-1.1,-5.8
Cc1cc(F)ccc1NC(=O)c1ccc(-c2cncnc2)nc1,0.1,4.3
O=C(NC(Nc1cccc([N+](=O)[O-])c1)C(=O)c1ccccc1)c1ccco1 (stereo not drawn),-6.6,10.0
COc1ccc(NC(=O)CSC2=NN3CCCC(=O)N=C3S2)c(OC)c1,-6.4,3.0
CCCNC(=O)N1CCC(c2nc3cccnc3n2CC)C1 (stereo not drawn),-3.6,-0.3
CCCCN1C[C@@H](COCc2ccccc2)Oc2cccc(F)c2S1(=O)=O,-3.8,-62.2
CCc1ccc(NC(=O)N2CCCC2c2cccc(F)c2)cc1 (stereo not drawn),-5.2,-11.8
Cc1cc(C)cc(-n2nc3c(c2NC(=O)c2ccco2)CSC3)c1,-9.8,65.0*
CCC(=O)NCc1nc2c(n1C)CN(C(=O)Cc1ccccc1OC)CC2,-3.7,-0.2
COc1ccc(OC)c2[nH]c(=O)c(CCNC(=O)C34CC5CC(CC(C5)C3)C4)cc12,-9.7,37.6
NC(=O)CN(Cc1ccccc1)S(=O)(=O)c1cc(Cl)ccc1Cl,-16.5,0.1
NC(=O)C12CC3CC(C1)CC(n1cnc([N+](=O)[O-])n1)(C3)C2,0.0,4.7
COc1cccc(NC(=S)NNc2ccc([N+](=O)[O-])cc2)c1,1.4,nt
Cc1nc(N)nc2[nH]c(=O)n(-c3ccccc3)c(=O)c12,24.0,-1.6
CCOc1ccc2c(=O)c(-c3ccc(OC)cc3)coc2c1,-8.7,-2.8
CC(=O)N1CCC2(CC1)NC(=O)c1c(ccc(Cl)c1Cl)N2,-1.2,-0.2

# Next part:
SMILES,Pf apPOL inh,mHTT CaM bind
COc1ccc(Cl)cc1N1C(=O)CSC1c1ccccn1 (stereo not drawn),-1.7,-2.0
COc1cc(/C=C2\SC(=O)N(C)C2=O)ccc1Oc1ccc([N+](=O)[O-])cc1[N+](=O)[O-],-2.4,5.0
CCOC(=O)c1c(-c2ccc(OC)cc2)oc2c1C(OCC)CCC2 (stereo not drawn),-1.1,-34.7
CN(C)CCC(c1ccc(Cl)cc1)c1ccccn1 (stereo not drawn),-8.0,nt
CC(=O)C1=C(O)C(=O)N(CCC(=O)O)C1c1ccc(F)cc1 (stereo not drawn),-5.7,-2.2
O=C(NCCC1=CCCCC1)c1ccc(N2CCNC(c3ccccc3)C2)nc1 (stereo not drawn),-3.6,30.0
O=C(c1ccccc1C(F)(F)F)N(Cc1ccsc1)Cc1ccccn1,-8.0,-17.3
O=C(c1ccccc1Cl)N1CCc2c(nc3cc(-c4ccccc4)[nH]n3c2=O)C1,-1.5,46.0
Nc1c(C(=O)N2CCCCC2)nnn1-c1ccc2c(c1)OCCO2,-12.7,-3.0
O=C(Nc1ccccc1)OC1CCCC1,-4.0,nt
CCN(c1nc(C)cc(OC)n1)S(=O)(=O)c1ccc(C)cc1,2.1,-24.0
CC(C)c1cc(C2CCCN2C(=O)c2cc(-c3ccccc3)no2)on1 (stereo not drawn),1.9,-6.1
Cc1ccc2oc(-c3cccc(Cl)c3)nc2c1,3.0&-7.0,nt
COc1ccc(Br)c2oc(SC)cc(=O)c12,11.1&-4.5,12.5&37.6
COc1cc(C(C)=O)ccc1Oc1ncnc2c1cnn2-c1ccc(C)c(C)c1,-0.4,0.1
CCC(=O)NC1CCN(c2nc3c(s2)c(C)nn3-c2ccc(F)cc2)CC1,-3.6,0.9
COc1ccc(CCNC(=O)C2c3ccccc3C(=O)N2Cc2ccc3c(c2)OCO3)cc1OC (stereo not drawn),-13.0,9.0
O=C(c1csc(COc2cccc3ccccc23)n1)N1CCOCC1,2.1,6.7
CC(C)CC(=O)N1CCCC(C)(C(=O)NCc2cccc(F)c2)C1 (stereo not drawn),-2.6,-5.1
CN1CCC2(CC1)C(C#N)=C(N)C(C#N)(C#N)C1=C2CN(C)CC1,nt,-2.3
CCCC(=O)Nc1ccc(S(=O)(=O)Nc2ccc(OCC)cc2)cc1,-8.4,-4.2

# Record cards, as listed above. Order of values: Pf apPOL inh | mHTT CaM bind
# O=C(c1ccccc1Cl)N1CCc2c(nc3cc(-c4ccccc4)[nH]n3c2=O)C1 in the list: -1.5 | 46.0
# CC(C)c1cc(C2CCCN2C(=O)c2cc(-c3ccccc3)no2)on1 (stereo not drawn) in the list: 1.9 | -6.1
# CN1CCC2(CC1)C(C#N)=C(N)C(C#N)(C#N)C1=C2CN(C)CC1 in the list: nt | -2.3
# CCCC(=O)Nc1ccc(S(=O)(=O)Nc2ccc(OCC)cc2)cc1 in the list: -8.4 | -4.2
# COc1cc(/C=C2\SC(=O)N(C)C2=O)ccc1Oc1ccc([N+](=O)[O-])cc1[N+](=O)[O-] in the list: -2.4 | 5.0

# Screening data: PubChem, University of Kansas High Throughput Screening Laboratory
